# Compound activity deposited in PubChem BioAssay by National Center for Advancing Translational Sciences (NCATS).
# RXFP1 antagonist – RXFP1 (human) relaxin receptor antagonism | Q9HBX9 | HEK293-RXFP1, relaxin-stimulated cAMP HTRF, 30 min; active compounds read low | activity change, negative = inhibition, % at 57.5 µM | 0.59% of 350,000 active | AID 1259400;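 active = activity change of -60% or lower, but not beyond a set lower limit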; note: % is set by controls: 0 for no effect and ±100 for the full control effect
# Target sequence (Q9HBX9 whole entry, looked up): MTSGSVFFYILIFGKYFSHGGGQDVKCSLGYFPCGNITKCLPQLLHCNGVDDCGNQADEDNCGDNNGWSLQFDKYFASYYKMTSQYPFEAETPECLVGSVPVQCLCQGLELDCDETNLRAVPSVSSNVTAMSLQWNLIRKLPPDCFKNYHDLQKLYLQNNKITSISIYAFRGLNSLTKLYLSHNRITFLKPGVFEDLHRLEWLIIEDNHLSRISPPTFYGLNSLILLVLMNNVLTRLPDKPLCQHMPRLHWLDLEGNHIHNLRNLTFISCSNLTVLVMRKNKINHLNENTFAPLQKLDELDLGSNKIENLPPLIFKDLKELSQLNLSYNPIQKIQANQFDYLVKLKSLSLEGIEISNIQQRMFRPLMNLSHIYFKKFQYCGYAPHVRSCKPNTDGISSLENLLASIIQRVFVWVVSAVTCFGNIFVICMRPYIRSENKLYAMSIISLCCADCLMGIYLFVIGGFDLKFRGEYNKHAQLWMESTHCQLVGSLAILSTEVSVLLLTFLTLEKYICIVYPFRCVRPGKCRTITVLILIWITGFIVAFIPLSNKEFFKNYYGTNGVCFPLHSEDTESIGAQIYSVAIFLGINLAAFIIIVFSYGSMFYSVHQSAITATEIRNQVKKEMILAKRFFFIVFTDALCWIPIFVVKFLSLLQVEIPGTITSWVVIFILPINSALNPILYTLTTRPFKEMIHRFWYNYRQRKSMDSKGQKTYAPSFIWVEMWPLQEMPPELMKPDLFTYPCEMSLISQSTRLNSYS
# D2 antagonist – antagonizes the human D2 dopamine receptor; 2% of 340,000 active; inhibition, % at 10 µM; P14416; HEK293 TREx D2 cells, calcium flux, dopamine EC80; in the data active = inhibition above about 30%; note: 0% is about no effect
#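 In this primary screen, negative modulation is detected by tracking calcium flux after an EC80 dopamine challenge in inducible HEK293 T-REx D2 cells preexposed to test compound for 180 s.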
# D1 PAM – potentiators of human D1 dopamine receptor; P21728; HEK293 TREx D1 cells, calcium flux, dopamine EC20 potentiation; potentiation, % at 10 µM; 0.036% of 360,000 active; AID 504651; in the data active = potentiation above about 30%; note: 0% is about no effect
# D2 agonist – activates the human D2 dopamine receptor. HEK293 T-REx D2 cells, calcium flux agonist mode. 0.53% of 340,000 active. P14416. activation, % at 2 µM;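 active = activation over 3 SD above normal in the single-dose calcium agonist read, cut at about 30% in these data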; note: 0% is about no effect
#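 Calcium-flux readout, 1 cycle/sec over 180 s following compound pin transfer, in inducible HEK293 Trex D2 cells (force-coupled); dopamine controls included. Positive calcium responses during this window marked compounds as potential agonists.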
# D2 potentiator – positively modulates the human D2 dopamine receptor allosterically | P14416 | HEK293 T-REx D2, calcium flux, EC20 dopamine potentiation | potentiation, % at 10 µM | 0.34% of 340,000 active | AID 485347;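 active = potentiation over 3 SD above the plate norm, cut at about 30% in these data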; note: 0% is about no effect
#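 Potentiation of an EC20 dopamine calcium response measured kinetically over 180 s, after a preceding 180 s compound-only read flagging agonists. Cells: inducible Hek293 Trex D2 line, 4000/well, cultured overnight at 30 C before dye loading.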
# RXFP1 agonist – agonists of human relaxin receptor RXFP1. Q9HBX9. HEK293T-RXFP1 cAMP TR-FRET, 30 min; response scale: percent of porcine relaxin response, buffer zero. Potency, µM (series often up to 57.5 µM), for inactives: at the top dose activation, most hits filed as activators. 0.3% of 370,000 active; active = well fitted activation curve with a large enough effect; note: potency is the fitted concentration of half-maximal effect; % is set by controls: 0 for no effect and ±100 for the full control effect; nearly all actives have a fitted effect of over 60% in size; many of its hits are not listed in these tables
#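 HEK293 cells stably expressing RXFP1, treated 30 min at 37C with compounds plus PDE4 inhibitor Ro 20174; cAMP measured by HTRF TR-FRET. Normalized to buffer and 29 nM porcine relaxin; EC50 by Hill fit.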
# D1 agonist – activates the human D1 dopamine receptor; P21728; HEK293 T-REx D1 cells, calcium flux, agonist mode; activation, % at 2 µM; 1% of 360,000 active; in the data active = activation above about 30%; note: 0% is about no effect
#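 Inducible HEK293 T-REx D1 cells, force-coupled to calcium signalling, were plated at 4000 cells/well with tetracycline and held overnight at 30 C. After no-wash calcium dye loading, compound-evoked calcium rise over 180 s flagged agonists.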
# D1 antag – antagonists of human D1 dopamine receptor. P21728. HEK293 TREx D1 cells, calcium flux, dopamine EC80; active compounds read low. activity change, negative = inhibition, % at 10 µM. 3.2% of 360,000 active. AID 504652; in the data active = activity change below about -30%; note: % is set by controls: 0 for no effect and ±100 for the full control effect
#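 Cells carrying a force-coupled, tetracycline-inducible human D1 receptor report calcium flux. Each well gets a 10 s baseline, compound with 180 s monitoring, then an EC80 dopamine stimulus with a second 180 s kinetic read.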
# TRHR enhancer – TRH receptor (human) allosteric enhancement | P34981 | TRHR cells, fluo-8 calcium fluorescence, EC20 TRH enhancement | enhancement, % at 2 µM | 0.66% of 360,000 active | AID 493056; in the data active = enhancement above about 30%; note: 0% is about no effect
#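 TRHR-expressing cells loaded with fluo-8 calcium dye were read kinetically (ex 480/em 530) during compound addition, then stimulated with an EC20 of TRH (10 nM final). Enhancement of the Gq-mediated intracellular calcium response was scored.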
# An asterisk follows results filed as active; · = not tested or not shown; & = joins results of further samples; ! = repeats disagree. The list is partial; rates above refer to the full screens.
SMILES,RXFP1 antagonist,D2 antagonist,D1 PAM,D2 agonist,D2 potentiator,RXFP1 agonist,D1 agonist,D1 antag,TRHR enhancer
Cc1cc(CNCc2cn(C)nc2-c2ccc(Oc3ccccc3)cc2)on1,2,-5,-2,0.1,0,-0.5%,0,2,-2
CC(C)OC(=O)c1c(-c2ccccc2)c(-c2ccccc2)nn(C)c1=O,-34,·,-2,0.5,11,-1.6%,0,-6,15
Cc1c(NC(=O)c2ccccc2NS(=O)(=O)c2ccc(F)cc2)c(=O)n(-c2ccccc2)n1C,17,-10,13,-1.1,25,0.6%,3,-1,2
Nc1c(Cl)cnc(C(Cl)(Cl)Cl)c1Cl,-8,5,2,-0.4,-7,1.0%,1,-6,-3
O=C(O)Cc1nn(Cc2ccc(Cl)cc2)c(=O)c2ccccc12,-25,·,6,·,·,4.8%,1,-5,-8
COc1ccc(CCC(=O)Nc2ccc(S(=O)(=O)N3CCCC3)cc2)cc1OC,-11,10,1,-0.7,-2,0.3%,1,27,4
COC(=O)/C=C/c1ccsc1NC(C)=O,2,-9,-1,1.8,-2,0.4%,4,-16,2
Cc1ccc(CN2C(=O)c3ccccc3Sc3ccc(C(=O)NCCCN4CCOCC4)cc32)cc1,0&-24,-14,-5&-3,-0.2&-0.7,0&6,-1.9%&4.8%,43*!,11&-24,-12&18
Cc1ccc(S(=O)(=O)NCC(=O)OCc2ccccc2)cc1,-8,1,-5,-2.5,2,-0.8%,3,-12,4
CCOC(=O)C1CCN(c2ncnc3nc[nH]c23)CC1,·,-8,2,2.6,-2,3.6%,1,-24,-3
CCOC(=O)CSc1ccc2nnc(CCNS(=O)(=O)c3ccc(C)cc3)n2n1,1,-1,-3,-0.4,-1,4.3%,3,14,-11
O=[N+]([O-])c1cc(C(F)(F)F)ccc1NN=C1CCCC1,0,-15,-1,0.8,-2,3.4%,-1,11,6
CSc1ccccc1NC(=O)C1=CC(c2ccc(C)cc2)=NS(=O)(=O)N1C,3,18,1,0.3,3,1.1%,2,-8,3
CCNC(=O)Cc1ccc(NS(=O)(=O)c2ccc(F)cc2)cc1,15,-17,-2,-0.4,7,0.6%,0,17,17
COc1ccc(NC(=O)C2CC(c3cc(OC)c(OC)c(OC)c3)=NO2)cc1OC (stereo not drawn),9,-14,-4,0.6,-3,0.5%,0,15,8
CCN1CNC(=S)N(c2cccc(C)c2)C1,4,10,1,-0.9,-5,-0.8%,2,17,3
CCN1C(=O)/C(=C/c2cn(C)nc2C)SC1=S,2,4,-4,0.1,-10,-0.2%,-1,-6,-3
CC(C)OCCCNC(=S)N1CCC(C(=O)c2ccc(Cl)cc2)CC1,-12,-4,-4,-0.7,6,3.1%,16,-21,-3
COc1ccc(C(=O)n2ccc(C)n2)cc1Br,·,-4,2,0.2,-7,0.4%,0,0,-1
O=C(CN(Cc1ccccc1Cl)C(=O)c1csnn1)NCc1ccc(F)cc1,1,6,·,0.5,-4,0.1%,8,-11,-3
Cc1cc(=O)[nH]c(N2CCCC2)n1,3,20,1,-0.7,11,0.6%,2,9,0
CS(=O)(=O)N1CCC(C(=O)c2cccc(Cl)c2)CC1,-11,14,3,-0.6,-3,0.4%,0,-5,1
O=C(Nc1cccc2ccccc12)N(CCO)C1CCS(=O)(=O)C1 (stereo not drawn),-15,24,3,0.7,8,-0.2%,-2,-71*,0
Cc1ccc(CNC(=O)CC2Sc3ccccc3NC2=O)cc1 (stereo not drawn),-9,5,-9,-0.6,9,0.3%,1,-4,4
O=C(O)CC/C(=N/NC(=O)c1cccs1)c1ccccc1,-8,3,-6,1.0,-17,2.6%,0,-12,5
CCO[C@H]1OC(C(=O)N2CCCCCCC2)=C[C@@H](c2coc3ccccc3c2=O)[C@@H]1CCCO,·,8,-3,-0.4,-5,1.9%,-3,13,-12
COC(=O)c1c(-c2ccccc2)csc1NC(=O)C1CC=CCC1C(=O)O (stereo not drawn),-15,-6,-1,-0.4,4,9.5%,0,-4,4
O=c1/c(=C/c2ccco2)sc2n1CN(c1ccccc1)CN=2,-9,2,-3,0.2,8,-5.7%,0,5,6
CCCN(CCC)c1nc(-c2ccccc2F)nc2ccccc12,·,·,0,-0.3,6,1.9%,39*,3,-2
Cn1cc(S(=O)(=O)N2CCCCCC2)cc1C(=O)N1CCN(c2cccc(Cl)c2)CC1,·,·,1,1.4,7,-1.1%,-1,2,-2
O=C(CCS(=O)(=O)c1cc2c(cc1Cl)NC(=O)CO2)NCc1ccc(F)cc1,-18,1,-6,0.8,-15,1.7%,1,-35*,-4
Cc1cc(NC(=O)c2cc(C)on2)n(-c2ccccc2)n1,15,-10,-3,0.3,8,0.1%,2,0,2
O=C(Nc1ccccn1)c1ccc(Cl)c(S(=O)(=O)N2CCOCC2)c1,-11,4,5,0.1,9,-0.3%,1,2,-5
CC(C)c1cccc(O)c(=O)c1,-13,-34,4,1.5,-2,2.1%,4,-4,5
O=C(NNc1c2ccccc2nc2ccccc12)c1cccc(O)c1,3,-15,-4,-0.5,-6,3.7%,1,3,-1
CC(C)CC(O)C1CCN(C(=O)CCc2nnc(-c3ccc4c(c3)OCO4)o2)CC1 (stereo not drawn),-10,1,1,1.3,2,0.1%,-1,3,-1
Cc1ccc(-n2c(N)c(-c3nc4ccccc4n3C)sc2=S)cc1,7,4,-6,-0.5,-18,0.2%,-2,-4,-4
COc1cc(C)c(NC(=O)Cc2ccsc2)cc1OC,9,-11,-7,0.7,-19,-3.6%,6,-13,3
Cc1ccc2nc(/C(C#N)=C\c3cc(C)n(-c4cccc([N+](=O)[O-])c4)c3C)[nH]c2c1,-8,-1,-2,0.5,-16,4.4%,0,4,-3
Cc1ccccc1NC(=S)NCCc1c[nH]c2ccccc12,-8,6,-6,-0.6,11,3.5%,6,-12,-3
COC(=O)C1=C(CSc2nc3ccccc3s2)NC(=O)NC1c1ccc(F)cc1 (stereo not drawn),-37,-12,6,-1.9,-8,-0.1%,4,2,1
Cc1noc(C)c1CCC(=O)N1CCCC(N2CCN(c3ccc(F)cc3)CC2)C1 (stereo not drawn),-13,-8,-7,0.7,8,-1.4%,3,-6,-8
CCOCCOC(=O)c1[nH]c2c(c1C)C(=O)CC(c1ccc(N(C)C)cc1)C2 (stereo not drawn),-13,2,-7,0.1,11,-0.1%,-3,-6,-1
CCc1ccc(N2CC(C(=O)OCC(=O)Nc3ccc(C#N)cc3)CC2=O)cc1 (stereo not drawn),4,7,·,0.9,-8,1.5%,7,-9,5
CCN1CCN(CCCNC(=O)c2ccc3c(=O)n(CCc4ccccc4)c(=O)[nH]c3c2)CC1,0,-10,·,0.7,1,7.0%,2,-27,14

# 4 entries from above in a different format:
> CCN1C(=O)/C(=C/c2cn(C)nc2C)SC1=S
  RXFP1 antagonist: 2	D2 antagonist: 4	D1 PAM: -4	D2 agonist: 0.1	D2 potentiator: -10	RXFP1 agonist: -0.2%	D1 agonist: -1	D1 antag: -6	TRHR enhancer: -3

> CC(C)OCCCNC(=S)N1CCC(C(=O)c2ccc(Cl)cc2)CC1
  RXFP1 antagonist: -12	D2 antagonist: -4	D1 PAM: -4	D2 agonist: -0.7	D2 potentiator: 6	RXFP1 agonist: 3.1%	D1 agonist: 16	D1 antag: -21	TRHR enhancer: -3

> COc1ccc(C(=O)n2ccc(C)n2)cc1Br
  RXFP1 antagonist: ·	D2 antagonist: -4	D1 PAM: 2	D2 agonist: 0.2	D2 potentiator: -7	RXFP1 agonist: 0.4%	D1 agonist: 0	D1 antag: 0	TRHR enhancer: -1

> O=C(CN(Cc1ccccc1Cl)C(=O)c1csnn1)NCc1ccc(F)cc1
  RXFP1 antagonist: 1	D2 antagonist: 6	D1 PAM: ·	D2 agonist: 0.5	D2 potentiator: -4	RXFP1 agonist: 0.1%	D1 agonist: 8	D1 antag: -11	TRHR enhancer: -3

# More compounds follow.
SMILES,RXFP1 antagonist,D2 antagonist,D1 PAM,D2 agonist,D2 potentiator,RXFP1 agonist,D1 agonist,D1 antag,TRHR enhancer
Nc1cc(-c2cccc(Br)c2)nn1Cc1ccccc1,·,-5,-3,-0.1,-4,-0.6%,0,1,1
COCc1ccc(CN2CCCC(CO)(Cc3ccccc3C)C2)o1 (stereo not drawn),-1,-4,-4,-0.1,-4,0.1%,0,-3,-5
CCN1CCN(c2ccc(N=Cc3ccccc3O)cc2)CC1,7,-13,-1,10,-3,-3.9%,2,10,11
CC1CCCCN1S(=O)(=O)c1ccc(S(=O)(=O)N2CCN(c3ccccc3)CC2)cc1 (stereo not drawn),-19,3,-3,-0.1,14,-2.6%,0,-2,4
COc1ccc(-c2c(C)nn3c(C(F)(F)F)cc(C)nc23)cc1OC,-31,·,1,0.3,-3,-1.5%,2,-56*,0
CC(C)Oc1ccc(C(=O)N/N=C/c2ccc(-c3ccc(S(=O)(=O)Nc4ncccn4)cc3)o2)cc1,8,-5,0,-0.2,-7,-0.5%,2,-22,11
Cc1nc2cc(NC(=O)N3CC4(C)CC3CC(C)(C)C4)ccc2n1C (stereo not drawn),2,24,-4,1.1,0,0.0%,2,2,7
CCCCN(C(=O)Cn1nnc2ccccc21)C(C(=O)NCCOC)c1ccc(OC)cc1OC (stereo not drawn),0,15,-3,-0.8,0,2.4%,1,-5,-11
CS(=O)(=O)N1CCN(c2ccc(NC(=O)c3ccc(Br)o3)cc2)CC1,-1,-5,0,0.6,3,1.9%,3,5,-4
C=CCn1c(=S)sc2c(=O)[nH]cnc21,7,5,-1,0.3,-5,1.2%,0,12,3
O=C(CSc1nc2ncc(Cl)cc2[nH]1)NC1CCS(=O)(=O)C1 (stereo not drawn),-14,-4,-3,-0.1,-1,-2.3%,3,-14,-4
CCC(NC(=O)c1cccc(Cn2cc([N+](=O)[O-])cn2)c1)c1ccc(C(C)C)cc1 (stereo not drawn),12,-5,-3,-0.2,-2,2.4%,10,·,5
CCOP(=O)(OCC)C(NC(=O)c1cc([N+](=O)[O-])cc([N+](=O)[O-])c1)C(F)(F)F (stereo not drawn),23,-3,2,-0.4,-12,3.3%,4,-2,3
O=C(Nc1ccc2nc(SCC(=O)N3CCCC3)sc2c1)c1ccccc1F,-20,·,0,-2.1,-16,0.3%,0,1,-5
CC(C)NCC(O)COC1C2CC3CC(C2)CC1C3 (stereo not drawn),5,3,-7,0.6,6,-2.5%,2,16,4
Cc1ccc(C)c(CN2C(=O)COc3ccc(C(=O)c4ccccc4C(=O)O)cc32)c1,-13,-13,-2,1.9,2,-2.7%,2,-1,6
Cc1cc(C)c2oc(C(=O)Nc3c(C(=O)c4ccc(F)cc4)oc4ccccc34)cc(=O)c2c1,0,·,-2,-0.7,4,1.8%,4,-8,-5
O=c1c2ccccc2oc2nc3n(c(=O)c12)CCCS3,-6,3,1,0.5,-2,2.9%,0,14,7
